Screening results: PubChem BioAssay, National Center for Advancing Translational Sciences (NCATS)
Shiga inhibitor – inhibitors of Shiga toxin in Vero cells; Vero cells, Shiga toxin protein synthesis inhibition reporter; inhibition, % at 38.7 µM; hit rate 9.2% among 290,000; in the data active means inhibition mostly above about 28%, no sharp cut-off; inactive means mostly below about 43%; further: 0% is about no effect
Pf growth 96h – inhibits malaria parasite growth, 96 h; P. falciparum luciferase reporter growth, 96 h; Potency, µM (series often up to 28.7 µM), for the others: at the highest dose activity change, negative = inhibition, most hits filed as inhibitors; hit rate 6.9% among 320,000; AID 504834; further: potency means the concentration at half of the fitted maximal effect; on the % scale 0 is the no-effect control and ±100 the full control effect
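Infected RBCs, 2% Hct / 0.05% parasitemia final; luciferase-reporter P. falciparum; cpd 96 h, 37 C, 5% CO2; luciferase detection reagent; luminescence.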
HCV inhibitor – HCV inhibition; Huh7.5.1 HCVcc-Cre infection, luciferase reporter, 44 h; Potency, µM (titrated, usually from 41.8 µM), without a hit: at the top dose activity change, negative = inhibition, most hits filed as inhibitors; hit rate 3.4% among 340,000; further: potency means the concentration at half of the fitted maximal effect; on the % scale 0 is the no-effect control and ±100 the full control effect
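1,000 cells/well; 4 h culture; + compound; + HCVcc-Cre (~0.5 moi); 44 h; luciferase substrate, RT 15 min; read 15 sec.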
Giardia FBPA inh – blocks Giardia fructose-bisphosphate aldolase activity. Potency, µM (highest dose often 59.6 µM), without a hit: top-dose activity, negative = inhibition, most hits filed as inhibitors. hit rate 0.71% among 290,000. purified Giardia FBPA; further: potency means the concentration at half of the fitted maximal effect; on the % scale 0 is the no-effect control and ±100 the full control effect; nearly all actives have a fitted effect of over 55% in size
Target sequence (A8B2U2 whole entry, looked up): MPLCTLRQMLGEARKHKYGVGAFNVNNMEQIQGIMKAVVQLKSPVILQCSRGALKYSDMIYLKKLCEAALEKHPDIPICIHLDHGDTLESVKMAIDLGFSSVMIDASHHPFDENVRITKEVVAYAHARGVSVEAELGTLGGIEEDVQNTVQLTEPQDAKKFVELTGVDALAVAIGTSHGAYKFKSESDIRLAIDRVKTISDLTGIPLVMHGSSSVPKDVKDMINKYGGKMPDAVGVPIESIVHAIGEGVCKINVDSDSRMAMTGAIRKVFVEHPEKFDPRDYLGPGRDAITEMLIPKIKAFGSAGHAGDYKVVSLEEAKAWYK
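Giardia FBPA (40 nM reagent) was preincubated 10 min at RT with compound (up to 57.5 uM final), then substrate plus GAPDH/TPI/NAD/arsenate coupling system with diaphorase/resazurin was added; resorufin fluorescence (525/598 nm) was read after 20 min.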
Cycloheximide cs – affects cycloheximide protein synthesis inhibition readout, counter-screen | cell reporter, cycloheximide protein synthesis inhibition counterscreen | max response, % | hit rate 12% among 300,000 | AID 2314; in the data active means max response mostly above about 13%, no sharp cut-off; inactive means mostly below about 14%; further: read at 38.3 µM for the half of the compounds with a filed dose; 0% is about no effect
Pf growth 48h – P. falciparum growth inhibition at 48 hours (one generation); hit rate 5.9% among 310,000; Potency, µM (doses to about 28.7 µM), without a hit: at the highest dose activity change, negative = inhibition, hits mostly inhibitors; P. falciparum luciferase growth in erythrocytes, 48 h; AID 504832; further: potency means the concentration at half of the fitted maximal effect; on the % scale 0 is the no-effect control and ±100 the full control effect
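Growth was read as firefly luciferase luminescence after a 48 h, 37 C, 5% CO2 exposure of compounds to reporter-bearing P. falciparum cultures (0.1% parasitemia, 2% hematocrit final) in Albumax-supplemented RPMI 1640.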
Numbers without * were called inactive; u = inconclusive; x = no result given; & = joins results of further samples; [ ] = remark or other dose. Unless noted, the call rests on the fitted dose curve; in most records, active means well fitted curve in the direction sought with a large enough effect; inconclusive means small, poorly fitted or top-dose-only effect, or another doubt; inactive means no such curve, though single readings can be large; an effect the other way counts as inactive or inconclusive.

Screens by letter – A = Shiga inhibitor; B = Pf growth 96h; C = HCV inhibitor; D = Giardia FBPA inh; E = Cycloheximide cs; F = Pf growth 48h
CCCN1CCN(CCNC(=O)Nc2cc(C)ccc2C)CC1
  A: -14	B: -24%	C: 4%	D: 3%	E: -1	F: 3%
O=C(CSc1ncccn1)Nc1ncc(C(F)(F)F)cc1Cl
  A: -6	B: -10%	C: 16%	D: -20%	E: -1	F: 15%
Cc1cccc(C2=NN(c3ccc(Br)cc3)[C@@H](C(=O)N3CCOC3=O)[C@@H]2c2ccc(F)cc2)c1
  A: 3&8	B: u	C: -9%[8.37 µM]	D: -5%&-5%	E: -1&4	F: u
Cc1cc(-n2nc(C)cc2C)nc(NS(=O)(=O)c2ccccc2Cl)n1
  A: -8	B: x	C: 12%	D: -23%	E: -2	F: 15%
CC(CN1CCCCCC1)C(=O)NN (configuration not stated)
  A: -8	B: 36%	C: 7%	D: 2%	E: -3	F: 11%
CCOC(=O)C1CCCN(C(=O)Nc2c(-c3ccccc3)noc2C)C1 (configuration not stated)
  A: 2	B: -11%	C: 20%	D: 0%	E: -2	F: 1%
Cc1ccc(-c2c(C(=O)NNC(=S)NCC3CCCO3)csc2C)cc1 (configuration not stated)
  A: 22	B: 19%	C: 12%	D: 6%	E: -3	F: u
COc1cc(S(=O)(=O)Nc2cccc(C)c2)ccc1NC(=O)c1ccncc1
  A: -6	B: 58%[activator]	C: u	D: 6%	E: -2	F: -8%
COc1ccc(/C(C)=N/NC(=O)c2ccc(NS(=O)(=O)c3cccs3)cc2)cc1
  A: 25	B: 0%	C: -7%	D: 1%	E: 13	F: 3%
CCOCCCNC(=O)c1cc(Sc2ccc(C)cc2)nc2ccccc12
  A: -2	B: -23%	C: u	D: 5%	E: -1	F: 2%
CC(NC(=O)c1ccc2nc[nH]c2c1)c1ccccc1 (configuration not stated)
  A: -9	B: 41%[activator]	C: 3%	D: 1%	E: -2	F: 10%
O=C(Nc1cccc2ccccc12)NC1CCCCC1O (configuration not stated)
  A: x	B: 62%[activator]	C: 1%	D: x	E: x	F: 12%
Cc1ccc(C(=O)N2CC(C)SC2=Nc2cccc(S(=O)(=O)N(C)C)c2)cc1 (configuration not stated)
  A: -11	B: u	C: -12%	D: -17%	E: -6	F: -20%
COCCn1c(C)cc(/C=C2/NC(=O)N(c3cccc(Cl)c3)C2=O)c1C
  A: 64*	B: u	C: u	D: -2%	E: 38*	F: 1%[5.75 µM]
COc1ccc(NC(=O)c2noc(C(C)C)c2[N+](=O)[O-])cc1
  A: 50*	B: 19%	C: u	D: -5%	E: 37*	F: u

4 compounds from above, ordered by heavy-atom count, rising.
Screens by letter – A = Shiga inhibitor; B = Pf growth 96h; C = HCV inhibitor; D = Giardia FBPA inh; E = Cycloheximide cs; F = Pf growth 48h
COc1ccc(NC(=O)c2noc(C(C)C)c2[N+](=O)[O-])cc1
  A: 50*	B: 19%	C: u	D: -5%	E: 37*	F: u
Cc1cc(-n2nc(C)cc2C)nc(NS(=O)(=O)c2ccccc2Cl)n1
  A: -8	B: x	C: 12%	D: -23%	E: -2	F: 15%
Cc1ccc(-c2c(C(=O)NNC(=S)NCC3CCCO3)csc2C)cc1 (configuration not stated)
  A: 22	B: 19%	C: 12%	D: 6%	E: -3	F: u
COc1cc(S(=O)(=O)Nc2cccc(C)c2)ccc1NC(=O)c1ccncc1
  A: -6	B: 58%[activator]	C: u	D: 6%	E: -2	F: -8%

Other structures
Screens by letter – A = Shiga inhibitor; B = Pf growth 96h; C = HCV inhibitor; D = Giardia FBPA inh; E = Cycloheximide cs; F = Pf growth 48h
COc1ccc(-c2[nH]nc3c2C(c2ccsc2)C(C#N)=C(N)O3)cc1 (configuration not stated)
  A: -10	B: u	C: 28%	D: -2%	E: -2	F: -9%
CC(C)CCCN1C(Nc2ccccc2)=NC[C@@H]1Cc1ccccc1
  A: -6	B: u	C: 1%	D: -3%	E: 1	F: u
COc1ccc(CCNS(=O)(=O)c2cccc(C(=O)O)c2)cc1OC
  A: -15	B: x	C: 10%	D: 15%	E: -2	F: 37%[activator]
CC(C)CCN(C)C1CCN(S(=O)(=O)c2ccc(F)cc2)CC1
  A: 13	B: -11%	C: -3%	D: -1%	E: 0	F: 6%
O=C(CN1CCN(Cc2ccc3c(c2)OCO3)CC1)c1c[nH]c2ccccc12
  A: -5	B: u	C: -13%	D: -1%	E: -2	F: -24%
Cc1ccc([N+](=O)[O-])cc1NC(=O)c1ccc2c(c1)OCO2
  A: 68	B: 4%	C: -7%	D: 0%	E: 1	F: 25%
Cc1nc2sc3c(c2c(=O)o1)CC(C)(C)OC3
  A: -14	B: 15µM*	C: 0%	D: 0%	E: -1	F: -3%
c1ccc(-c2ccc(-c3n(-c4ccccn4)c4ccccc4[n+]3-c3ccccn3)cc2)cc1
  A: -3	B: 15µM*	C: u	D: -29%	E: 13	F: u
Cc1cc(Cl)ccc1OCC(=O)NCCC(=O)O
  A: -2	B: -16%	C: 12%	D: 10%	E: -2	F: 0%
Cc1nn(C)cc1-c1cc(C(=O)O)c2ccccc2n1
  A: -1	B: -2%	C: -8%	D: 6%	E: 16	F: 12%
CSCC(C)N1CCC(CCC(=O)NC2CC2)CC1 (configuration not stated)
  A: -2	B: 51%[activator]	C: u	D: x	E: -4	F: -7%
COc1ccc(S(=O)(=O)N2CCOCC2)cc1NC(=O)COc1ncnc2ccccc12
  A: -13	B: 14%	C: -4%	D: 3%	E: -2	F: 17%
CC(=O)Nc1ccc(C(=O)N/N=C/c2ccccc2OC(=O)c2ccc(Cl)cc2)cc1
  A: -9	B: 104%[activator]	C: u	D: -15%	E: 23	F: u
COc1cc(NC(=O)CSCC(=O)N(C)C2CCCCC2)cc(OC)c1
  A: x	B: -13%	C: 6%	D: x	E: x	F: u
CCn1c(CNC(=O)c2ccco2)nnc1SCC(=O)Nc1ccc(Br)cc1F
  A: -5	B: u	C: -22%	D: 3%	E: 1	F: u

One compound at a time, as listed above:
Record of `Cc1cc(Cl)ccc1OCC(=O)NCCC(=O)O` = Shiga inhibitor: -2; Pf growth 96h: -16%; HCV inhibitor: 12%; Giardia FBPA inh: 10%; Cycloheximide cs: -2; Pf growth 48h: 0%
Record of `COc1ccc(-c2[nH]nc3c2C(c2ccsc2)C(C#N)=C(N)O3)cc1` (configuration not stated) = Shiga inhibitor: -10; Pf growth 96h: u; HCV inhibitor: 28%; Giardia FBPA inh: -2%; Cycloheximide cs: -2; Pf growth 48h: -9%

(further entries)
Screens by letter – A = Shiga inhibitor; B = Pf growth 96h; C = HCV inhibitor; D = Giardia FBPA inh; E = Cycloheximide cs; F = Pf growth 48h
COC(=O)c1ccc(C2N=C(c3cccs3)CC(c3ccccc3O)N2)cc1 (configuration not stated)
  A: 100*	B: -29%	C: -4%	D: -10%	E: 38*	F: u
CC(=O)Nc1ccc(NC(C)=C(C#N)C#N)cc1
  A: -9	B: 37%[activator]	C: 17%	D: 0%	E: -3	F: 19%
CC(=O)c1sc(NC(=O)c2ccccc2)nc1-c1ccccc1
  A: 96*	B: x	C: -4%	D: -23%	E: 57*	F: 297%[activator]
O=C(Cc1c(Cl)cccc1Cl)N/N=C/c1cccnc1
  A: -12	B: -30%	C: -2%	D: x	E: -1	F: -20%
CCOC(=O)c1c(CN(C)C)oc2cc(CN(C)C)c(O)c(CSc3ccccc3)c12
  A: -16	B: 2.3µM*	C: -22%	D: -15%	E: 8	F: 0.37µM*
Cc1cccc(NC(=O)c2sc3nc4c(c(-c5ccco5)c3c2N)CCC4)c1
  A: -4	B: 1.9µM*	C: -13%	D: -7%	E: 21	F: 2.1µM*
Cc1cc(C(=O)NC2CCCc3c2cnn3-c2cccc(C)c2C)c(C)o1 (configuration not stated)
  A: 3	B: -24%	C: 10µM*	D: x	E: 1	F: u
CCC(=O)N1CCCc2cc(S(=O)(=O)N3CCN(c4ccccn4)CC3)ccc21
  A: 14	B: 8%	C: u	D: 6%	E: 6	F: u
COc1ccc(Cl)c(OC)c1C(=O)NC(=O)Nc1c(F)cc(F)cc1F
  A: 10	B: u	C: -13%	D: 1%	E: -2	F: -24%
CCOc1cc(C(=O)NCc2ccccc2)ccc1OCC(=O)N1CCOCC1
  A: 21	B: 3%	C: 2%	D: 4%	E: 2	F: -8%
COc1ccc(S(=O)(=O)NCc2ccccn2)cc1NC(=O)c1ccccc1
  A: -4	B: -1%	C: u	D: 7%	E: -4	F: -1%
COC(=O)c1cccc(CN2C(=O)SC(Nc3ccccc3)C2=O)c1 (configuration not stated)
  A: -12	B: -37%	C: 15%	D: -15%	E: 3	F: u
CCOC(=O)CSc1ccc(C(=O)Nc2ccc(OC)cc2)cn1
  A: 2	B: 23%	C: 5%	D: -5%	E: 1	F: 21%
O=C(CSc1ccc(-c2ccccc2)nn1)N1CCN(c2ccccc2)CC1
  A: 11	B: 37%[activator]	C: -9%	D: -20%	E: 8	F: -8%
CC(C)N(Cc1ccccc1)C(=O)CSc1nccn1C
  A: -16	B: 0%	C: 3%	D: 1%	E: -2	F: -5%
O=C(NCCc1ccccc1)c1cnc2ccccc2n1
  A: 106*	B: u	C: -8%	D: 9%	E: 32*	F: 146%[activator]
CCOc1ccc(N2C(=O)c3ccc(C(=O)OCC(=O)N(CC)C4CCS(=O)(=O)C4)cc3C2=O)cc1 (configuration not stated)
  A: -22	B: 17%	C: -5%	D: -7%	E: 0	F: 3%
CC(NC(=O)COC(=O)C1CCC1)c1ccccc1 (configuration not stated)
  A: x	B: 51%[activator]	C: 1%	D: x	E: x	F: 3%
C=CCC1(CC=C)CCCN1C(=O)c1cc(COc2ccc(-n3cncn3)cc2)on1
  A: 41	B: -28%	C: 5µM*	D: x	E: 8	F: u
Cc1ccc(CC(=O)Nc2nnc(-c3ccc(F)cc3)o2)c(C)c1
  A: -16	B: -3%	C: -12%	D: 12%	E: -1	F: 7%
Cc1ccc(NC(=O)c2sccc2C)cc1[N+](=O)[O-]
  A: 87*	B: 99%[activator]	C: u	D: -17%	E: 54*	F: 91%[activator]
CN(C)c1cc(Nc2cccc(O)c2)c([N+](=O)[O-])c2nonc12
  A: 14	B: -7%	C: u	D: -13%	E: -2	F: 56%[activator]
CC(C)C[C@H](NC(=O)N1CCn2c1nc1ccccc12)C(=O)N[C@@H](Cc1ccccc1)C(=O)O
  A: -15	B: -1%	C: -5%	D: 10%	E: -3	F: 21%
FC(F)(F)c1nnc(-c2ccccc2)nc1N1CCOCC1
  A: -6	B: 0%	C: -10%	D: 2%	E: -3	F: 13%
CCOc1ccc(S(=O)(=O)N(CC)CC(=O)NC2CCS(=O)(=O)C2)cc1 (configuration not stated)
  A: x	B: -2%	C: 4%	D: x	E: x	F: -6%
O=C(OCCOc1cccc(Cl)c1)C1CCN(S(=O)(=O)c2ccccc2)CC1
  A: 12	B: 0%	C: 30%	D: 6%	E: -1	F: -2%
COc1ccc(CNC(=O)C2CCN(S(=O)(=O)N3CCCCC3)CC2)cc1
  A: 13	B: 25%	C: 9%	D: 13%	E: 5	F: 15%
OC(CN1CCN(c2ccccc2Cl)CC1)c1ccccc1 (configuration not stated)
  A: -8	B: u	C: -10%	D: 9%	E: 9	F: u
Cc1nnc(SCCn2c(N3CCCCC3)nc3c2c(=O)[nH]c(=O)n3C)s1
  A: -8	B: x	C: -14%[0.335 µM]	D: 1%	E: -4	F: 39%[activator]
CN(C)c1nc(N(C)C)nc(N(C#N)CN2C(=O)c3ccccc3S2(=O)=O)n1
  A: -16	B: 56%[5.75 µM]	C: 31%[activator]	D: -3%	E: -1	F: 24%
CN(C)c1ccc(C(=S)N2CCN(c3ccc([N+](=O)[O-])cc3)CC2)cc1
  A: 4	B: -6%	C: -4%	D: 7.9µM*	E: 7	F: -1%
